GPR35 arrestin U2OS – GPR35 antagonists blocking zaprinast-driven arrestin recruitment, primary screen, imaging, U2OS, beta-arrestin-GFP, zaprinast agonist (AID 2058); U2OS GPR35 beta-arrestin-GFP translocation imaging, zaprinast antagonism; higher % means a stronger effect; inhibition, % at 10 µM, or IC50 in µM where a hit was titrated; actives 0.052% (n = 290,000);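 active means inhibition of at least 50% with at least 30 cells and total cytoplasm GFP at most 10,000,000; inconclusive means under 30 cells or total GFP of 10,000,000 plus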
Dengue-2 NS5 capping – Dengue-2 NS5 methyltransferase inhibitors, primary screen, biochemical, confirmation dose response (AID 588689). Dengue-2 NS5 methyltransferase capping enzyme assay, biochemical; higher % means a stronger effect. inhibition, % at 25 µM; hits with a dose series show IC50 in µM. actives 0.3% (n = 340,000); in the data active means a potency from the dose series; inconclusive means inhibition above about 29% without an active follow-up result
HIV peptide binding – cell-free HIV fusion peptide-binding blockers – biochemical, uHTS, fluorescence dequenching, primary screen (AID 1986); actives 0.3% (n = 290,000); cell-free peptide binding, fluorescence dequenching, 30 min; higher % means a stronger effect; inhibition, % at 20 µM, or IC50 in µM where a hit was titrated; in the data active means inhibition mostly above about 52%, no sharp cut-off; inactive means mostly below about 76%; further: some results filed as inactive read as strong as hits
GPR55 antagonists – inhibition of LPI-stimulated GPR55 beta-arrestin translocation – imaging, U2OS, beta-arrestin-GFP, LPI agonist, primary screen (AID 2013); actives 0.13% (n = 290,000); one-dose inhibition, % at 10 µM; IC50 in µM for titrated hits; U2OS GPR55 beta-arrestin-GFP translocation imaging, LPI antagonism; higher % means a stronger effect;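 active means spots per cell inhibited over 60%, with over 100 cells counted and total cytoplasm intensity under 500,000; inconclusive means wells with under 100 cells, flagged as likely toxic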;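 further: U2OS cells stably carrying GPR55 and arrestin-GFP stimulated by 5 µM LPI near EC80; imaged beta-arrestin-GFP aggregate spots per cell after agonist stimulation; plate controls were LPI-stimulated DMSO wells for no effect and DMSO wells without LPI for full effect; some results filed as inactive read as strong as hits; confirmed hits need IC50 under 10 µM and bright autofluorescent wells are also inconclusive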
GPR55 activation – GPR55 agonists via beta-arrestin recruitment, primary screen, imaging, U2OS cells, beta-arrestin-GFP redistribution (AID 1961) | U2OS GPR55 beta-arrestin-GFP redistribution imaging; higher % means a stronger effect | actives 0.048% (n = 290,000) | activation, % at 10 µM, or EC50 in µM where a hit was titrated;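 active means activation above 40% with more than 50 cells counted in the well; inconclusive means wells holding fewer than 50 cells, flagged as toxic or sparse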;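 further: U2OS osteosarcoma cells stably expressing GPR55 and beta-arrestin-GFP; plate controls were DMSO negative control for no effect and LPI positive control for full effect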
AID2073 – disruptors of CaV2.2 binding to Mint1 – biochemical, HTRF (AID 2073) | actives 0.19% (n = 290,000) | inhibition, % at 20 µM, or IC50 in µM where a hit was titrated | HTRF protein-protein interaction, Mint1-CaV2.2; higher % means a stronger effect; in the data active means inhibition mostly above about 51%, no sharp cut-off; inconclusive means no clear call, values can overlap the other calls; inactive means mostly below about 53%; further: some results filed as inactive read as strong as hits
UTI89 phage lysis – inhibition of K1F phage lysis, E. coli UTI89, bacterial capsule biogenesis inhibitors, alamar blue (AID 488966); E. coli UTI89 K1F phage lysis, alamar blue, 2 h; higher % means a stronger effect; inhibition, % at 100 µM; hits with a dose series show IC50 in µM; actives 0.02% (n = 340,000);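 active means phage lysis inhibition, versus mean bacterial control, above a set limit; inconclusive means no clear call, values can overlap the other calls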;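 further: capsule biogenesis inhibitors block K1F phage lysis so surviving cells raise fluorescence; higher fluorescence means more inhibition of phage lysis; actives were called in the ten point dose series up to 300 µM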
NTR1 agonist – agonists of NTR1, primary screen, imaging, U2OS cells, beta-arrestin-GFP, high content (AID 493036). P30989. NTR1-U2OS beta-arrestin-GFP spot imaging, agonist mode. activation, % at 20 µM. actives 0.17% (n = 330,000);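 active means activation at or above 40% of the spot to cytoplasm intensity ratio, with at least 20 cells analyzed; inconclusive means wells under 20 cells, flagged as cytotoxic or low count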;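 further: 0% = DMSO without peptide and 100% = 100 nM NTR1 peptide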
Target sequence (P30989 whole entry, looked up): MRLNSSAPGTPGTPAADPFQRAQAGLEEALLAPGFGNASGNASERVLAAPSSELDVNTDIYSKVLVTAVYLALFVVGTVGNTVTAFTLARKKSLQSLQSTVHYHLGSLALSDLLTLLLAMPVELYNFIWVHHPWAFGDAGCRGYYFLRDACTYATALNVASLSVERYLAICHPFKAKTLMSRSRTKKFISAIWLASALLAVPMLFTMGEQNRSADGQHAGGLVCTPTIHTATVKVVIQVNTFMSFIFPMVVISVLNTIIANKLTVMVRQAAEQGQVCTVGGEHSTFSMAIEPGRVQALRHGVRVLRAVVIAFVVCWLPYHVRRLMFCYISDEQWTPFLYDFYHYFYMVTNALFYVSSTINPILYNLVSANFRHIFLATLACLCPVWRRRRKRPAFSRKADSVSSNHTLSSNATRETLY
SIAH1 antagonists – Siah-1 peptide-binding antagonists, primary screen, biochemical, fluorescence polarization, rhodamine-plectin, uHTS (AID 1817); actives 0.02% (n = 290,000); Siah-1 / rhodamine-plectin peptide fluorescence polarization; higher % means a stronger effect; displacement, % at 20 µM, or IC50 in µM where a hit was titrated;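 active means displacement of at least 50% at 20 µM, with a fluorescence ratio check between 0.3 and a set limit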;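 further: plate controls were Siah plus tracer with DMSO for no effect and tracer alone without Siah for full effect; strong numbers were not always called active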
NTR1 agonist cell count 20 µM – further read-out of NTR1 agonist, marked with its call; cell count; measured here: cell count, cytotoxicity flag
Active calls of the source: *; ? = inconclusive; . = not tested or not shown; [ ] = another dose, or the depositor's remark.

SMILES	GPR35 arrestin U2OS	Dengue-2 NS5 capping	HIV peptide binding	GPR55 antagonists	GPR55 activation	AID2073	UTI89 phage lysis	NTR1 agonist	NTR1 agonist cell count 20 µM	SIAH1 antagonists
CCOC(=O)/C=C1\SCC(=O)N1CC(=O)NC(C)c1ccccc1 (configuration not stated)	1%	-7%	3.1%	10%	-0.4%	0%	1.2%[50 µM]	0.5	65	5%
COc1ccc(C2CC(c3cccs3)=NN2S(C)(=O)=O)cc1 (configuration not stated)	6%	-2%	-1.1%	5%	0.3%	6%	-0.2%[50 µM]	-0.1	59	-1%
Cn1nc(C(C)(C)C)cc1NC(=O)Nc1ccc(Cl)cc1	5%	.	-1.8%	-6%	0.7%	-3%	.	0.4	47	0%
Cc1cc(C)cc(NC(=O)c2nnn(Cc3cc(C)ccc3C)c2N)c1	-5%	4%	-0.1%	-2%	0.6%	12%	5.4%	11	55	7%
CN(C)CCCN1C(=O)c2cccc3cccc(c23)C1=O	11%	-6%	0.0%	1%	-0.2%	-3%	-0.3%	-0.3	58	7%
N#CCCCSc1nnc(-c2ccccn2)o1	-3%	0%	-1.2%	-3%	-0.3%	-8%	-0.2%	-1.9	66	1%
O=C(c1cc(-c2cccc(Cl)c2)on1)N1CCCC1	13%	-11%	5.7%	2%	1.1%	7%	0.3%	-0.8	62	4%
CCOc1cc(/C=C/c2cccc[n+]2C)ccc1O	1%	-7%	-1.4%	2%	-0.2%	10%	0.5%	0.8	55	3%
Cc1cc(C(=O)Nc2nc(C)c(C(=O)N(C)C)s2)ccc1[N+](=O)[O-]	11%	1%	-0.4%	-5%	0.4%	8%	6.3%	.	.	10%
O=C(CC1(O)C(=O)Nc2ccccc21)c1ccccc1 (configuration not stated)	-6%	-5%	-0.2%	-5%	0.3%	3%	-0.1%	-2.4	49	-2%
CC(=O)Nc1ccc(NC(=O)c2oc3cc(C)c(C)cc3c2C)cc1	9%	4%	2.1%	3%	0.2%	7%	0.2%	0.1	49	2%
O=C(COc1ccc([N+](=O)[O-])cc1)NNC(=O)Nc1ccccc1F	2%	1%	-2.5%	5%	-0.1%	13%	1.3%[50 µM]	-0.8	48	-2%
Cc1noc(C)c1S(=O)(=O)N1CCC(C(=O)N2CCN(c3ccc(F)cc3)CC2)CC1	13%	.	2.7%	7%	-0.1%	-8%	.	0.1	53	-2%
CNC(=S)Nc1cccc(-c2cnc3ccccc3n2)c1	7%	-5%	1.9%	-5%	-0.1%	7%	0.0%	1.4	96	2%
CN(C)/C=N/c1nccc(-c2cccs2)n1	-6%	1%	-1.1%	10%	0.1%	26%	0.0%	-1.3	47	8%
CCOC(=O)C1(Cc2cccc(OC)c2)CCN(Cc2ccc3c(c2)OCCO3)CC1	-11%	-9%	-0.7%	15%	0.3%	-9%	0.4%	5.5	34	-4%
Cc1cc(C)nc(Nc2n[nH]c(-c3ccccc3Cl)n2)n1	-1%	2%	0.7%	0%	0.1%	4%	-0.1%	-0.5	22	-1%
Cc1ccc(C)c2nc(Cl)c(C3NC(=O)c4ccccc4N3)cc12 (configuration not stated)	6%	-10%	-0.3%	-14%	-0.4%	6%	0.4%	3.0	41	8%
COC(=O)c1scc(C)c1NC(=O)/C=C/C(=O)O	-8%	-4%	-1.8%	10%	0.3%	6%	-0.3%	-0.8	54	6%
CC12CCC(C/C1=N\OC(=O)c1ccc(F)cc1)C2(C)C (configuration not stated)	11%	0%	-0.5%	2%	0.4%	0%	7.8%	2.0	85	12%
O=S(=O)(NCc1ccc2c(c1)OCO2)c1cccc2cccnc12	-16%	-6%	-1.8%	-16%	-0.1%	2%	6.2%	-2.2	58	-6%
CCOC(=O)Cc1csc(NC(=O)c2c(O)c3ccccc3n(C)c2=O)n1	-6%	.	-2.4%	-5%	-0.3%	-1%	.	.	.	1%
COc1cccc(N(C(=O)CNC(=O)c2ccco2)C(C(=O)NC2CCCC2)c2cccnc2)c1 (configuration not stated)	11%	1%	1.8%	10%	0.2%	-6%	-0.1%	1.1	43	11%
Cc1ccc(-n2c(CNc3cccc(Cl)c3)n[nH]c2=S)cc1	2%	17%	-2.0%	0%	-0.3%	4%	0.1%	-0.2	84	-2%
CC(OC(=O)c1ccc(O)cc1)C(=O)Nc1cc(C(F)(F)F)ccc1Cl (configuration not stated)	-9%	2%	2.2%	-1%	0.3%	3%	-0.6%	17	52	10%

Some entries already given, showing only GPR55 antagonists and NTR1 agonist cell count 20 µM.
Compound	GPR55 antagonists	NTR1 agonist cell count 20 µM
N#CCCCSc1nnc(-c2ccccn2)o1	-3%	66
O=C(c1cc(-c2cccc(Cl)c2)on1)N1CCCC1	2%	62
CCOc1cc(/C=C/c2cccc[n+]2C)ccc1O	2%	55

Ordered by value in Dengue-2 NS5 capping (smallest number first): some entries from above
SMILES | Dengue-2 NS5 capping
Cc1ccc(C)c2nc(Cl)c(C3NC(=O)c4ccccc4N3)cc12 (configuration not stated) | -10%
CN(C)CCCN1C(=O)c2cccc3cccc(c23)C1=O | -6%
O=C(CC1(O)C(=O)Nc2ccccc21)c1ccccc1 (configuration not stated) | -5%
COC(=O)c1scc(C)c1NC(=O)/C=C/C(=O)O | -4%

Next structures
SMILES	GPR35 arrestin U2OS	Dengue-2 NS5 capping	HIV peptide binding	GPR55 antagonists	GPR55 activation	AID2073	UTI89 phage lysis	NTR1 agonist	NTR1 agonist cell count 20 µM	SIAH1 antagonists
CC1CCCCN1C(=O)Cn1c(=O)oc2cc(S(=O)(=O)N3CCCC3)ccc21 (configuration not stated)	-6%	-1%	-1.9%	7%	-0.1%	2%	0.9%	2.0	45	-6%
O=C(O)C(Cc1ccccc1)n1c(=S)[nH]c2ccccc2c1=O (configuration not stated)	5%	2%	-0.7%	11%	0.4%	0%	-3.0%	-1.5	51	4%
COc1ccc(NC(=O)/C(C#N)=C\c2ccc(-c3cc(C(=O)O)ccc3C)o2)cc1	6%	-3%	39%	-10%	-0.3%	6%	0.0%	-0.3	62	4%
CCCCc1ccc(S(=O)(=O)NCCc2ccncc2)cc1	5%	-6%	2.5%	-5%	-0.1%	1%	0.3%	-0.1	63	3%
O=C(Nc1ccccc1)OCc1cc(-c2ccc(Cl)cc2)on1	-4%	3%	0.8%	25%	-0.1%	4%	0.2%	2.0	46	4%
CCN(CCn1cccn1)Cc1nc(-c2ccc(OC)cc2)no1	-9%	-2%	2.7%	5%	0.5%	2%	-0.4%	2.9	59	-3%
Cc1cccc2c1cnn2C(=O)Nc1ccc(Br)cc1F	9%	-2%	-3.5%	9%	0.0%	4%	0.1%	-0.3	96	-2%
COC(=O)c1ccc(NC(=O)c2c(Br)cnn2C)cc1	-6%	14%	-1.1%	7%	0.0%	-1%	0.0%	0.2	104	1%
Cc1ccc(Nc2cc(C)nc3c(C)ccc([N+](=O)[O-])c23)cc1	8%	4%	-0.6%	9%	-0.3%	-5%	0.4%	11	75	-4%
CC1Cc2ccccc2N1S(=O)(=O)c1cccc(C(=O)N2CC(=O)Nc3ccccc32)c1 (configuration not stated)	-8%	-4%	-2.2%	-12%	-0.2%	-6%	0.2%	2.5	67	-6%
Cc1ccc(CSCC(=O)NCCCN2CCOCC2)cc1	-10%	-2%	2.3%	2%	0.6%	4%	0.2%	0.3	87	17%
CCn1c(-c2ccc(C)cc2)n[nH]c1=S	-10%	0%	2.1%	11%	-0.2%	-3%	3.2%	-1.1	52	2%
CC(C)(C)NC(=O)NC(=O)COC(=O)CNC(=O)c1cc(Cl)cc([N+](=O)[O-])c1	-2%	-6%	-1.3%	9%	-0.1%	3%	0.2%	0.6	38	2%
CCOc1cc(NC(=O)c2cccs2)c(OCC)cc1NC(=O)c1ccccn1	12%	8%	-0.2%	-2%	-0.1%	?	0.3%	-0.5	98	7%
O=C1CSC(c2ccncc2)N1Cc1ccc(F)cc1 (configuration not stated)	6%	8%	0.2%	5%	0.1%	-9%	0.4%	-0.5	50	-2%
CC(=O)Nc1ccc2oc(C)nc2c1	-6%	-2%	0.9%	5%	-0.6%	8%	-1.0%	-1.6	100	5%
COc1nc(-c2cnccn2)sc1C	0%	1%	-2.0%	4%	0.4%	29%	-0.6%	0.2	51	8%
Cc1nnc(NC(=O)CCSCCC(=O)Nc2nnc(C)s2)s1	5%	2%	14%	-9%	-0.1%	42%	-0.3%	3.2	73	38%
Cc1nnc(SCc2ccccc2CSc2nnc(C)s2)s1	6%	-3%	0.2%	7%	0.1%	-9%	-0.1%	1.9	58	17%
COc1ccc(/C=N/NC(=O)c2ccccc2O)cc1COc1ccccn1	6%	1%	-2.1%	9%	0.2%	10%	0.5%	1.6	52	3%
CCOc1ccc(N2C(=O)C(c3ccccc3)=C(c3nc4ccccc4s3)C2NC(C)=O)cc1 (configuration not stated)	-19%	-7%	1.1%	-6%	-0.1%	13%	11%	3.3	77	0%
Cc1ncc([N+](=O)[O-])n1CCOC(=O)NC(NCc1ccccc1)C(Cl)(Cl)Cl (configuration not stated)	-6%	-2%	-2.0%	3%	0.2%	-4%	-0.1%	-1.1	52	0%
COc1cc(NC(=O)c2cc(-c3cccc(O)c3)on2)cc(OC)c1OC	6%	-3%	-1.2%	-10%	-0.2%	1%	-1.3%	-0.9	91	1%
Cc1n[nH]c(=S)n1/N=C/c1ccc(OCc2ccc(Cl)cc2Cl)cc1	-6%	4%	5.4%	4%	-0.3%	31%	1.9%[50 µM]	15	53	8%
Cc1c(C(=O)O)oc2c1C(=O)CC(C)(C)C2	1%	0%	0.8%	-4%	0.8%	-1%	-0.1%	0.1	45	-4%
COc1ccc(CCNC(=O)C2CCN(S(=O)(=O)c3ccc(OC)c(OC)c3)CC2)cc1	12%	-6%	-2.5%	15%	0.0%	-7%	0.0%	-0.3	76	-5%
O=C(Cn1c(=O)c2cccn2c2ccccc21)NCc1cccc(F)c1	5%	-12%	-1.5%	5%	0.8%	24%	-0.2%	-0.3	83	-4%

Screening results (PubChem)

An unsorted share of the library; overall some 1.2% were active at least once.
